Screening results as filed in PubChem.
TIM10 inh = growth inhibitors of TIM10 yeast strain; 330,000 tested, 1.4% active; inhibition, % at 10 µM; S. cerevisiae TIM10 strain growth, BacTiter-Glo luminescence, 24 h;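 active = inhibition of 40% or more at the single tested concentration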;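 note: wild-type TIM10 isogenic control strain grown at permissive 25 °C; 0% = DMSO yeast wells and 100% = minimal medium wells without yeast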
tim10-1 inh = growth inhibitors of tim10-1 mutant yeast | 330,000 tested, 2.2% active | inhibition, % at 20 µM | S. cerevisiae tim10-1 ts strain growth, BacTiter-Glo, 24 h;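 active = inhibition of at least 40%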;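 note: mutant grown at 25 °C; 0% = DMSO wells with yeast and 100% = wells holding no yeast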
tim23-1 inh = growth inhibitors of tim23-1 mutant yeast | inhibition, % at 20 µM | S. cerevisiae tim23-1 growth, BacTiter-Glo luminescence, 24 h | 330,000 tested, 1.3% active | AID 463212;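 active = growth inhibition of the mutant yeast at or above 50%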;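 note: temperature-sensitive mutant grown at 25 °C; plate controls were DMSO-treated mutant yeast for no effect and medium wells lacking yeast for full effect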
Jurkat NFkB inh = lowers PMA/ionomycin-induced NF-kB signal in Jurkat cells; PMA/ionomycin-induced NF-kB luciferase reporter, luminescence; inhibition, % at 4 µM; 330,000 tested, 0.53% active; AID 435003; in the data active = inhibition above about 50%
Mdm2-MdmX inh = disrupts the human Mdm2-MdmX interaction | inhibition, % at 8 µM | O15151+Q00987 | SaOS-2 split-luciferase Mdm2/MdmX complementation, luminescence | 330,000 tested, 3% active;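 active = inhibition of at least 50% at 8 µM in the primary screen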
Target sequence (O15151 whole entry, looked up): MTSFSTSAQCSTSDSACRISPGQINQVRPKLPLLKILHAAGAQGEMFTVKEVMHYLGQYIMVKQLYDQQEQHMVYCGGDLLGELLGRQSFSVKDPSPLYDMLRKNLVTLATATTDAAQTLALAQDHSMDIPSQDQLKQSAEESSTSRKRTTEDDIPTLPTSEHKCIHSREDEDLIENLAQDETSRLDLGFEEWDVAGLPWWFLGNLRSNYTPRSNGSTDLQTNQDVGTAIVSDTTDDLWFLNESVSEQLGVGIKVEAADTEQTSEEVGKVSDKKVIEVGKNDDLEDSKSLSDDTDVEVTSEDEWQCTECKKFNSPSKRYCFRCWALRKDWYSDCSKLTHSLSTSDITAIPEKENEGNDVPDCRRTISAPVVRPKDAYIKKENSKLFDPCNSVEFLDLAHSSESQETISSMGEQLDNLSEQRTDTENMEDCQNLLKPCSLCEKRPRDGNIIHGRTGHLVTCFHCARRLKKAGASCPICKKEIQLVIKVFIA
Target sequence (Q00987 whole entry, looked up): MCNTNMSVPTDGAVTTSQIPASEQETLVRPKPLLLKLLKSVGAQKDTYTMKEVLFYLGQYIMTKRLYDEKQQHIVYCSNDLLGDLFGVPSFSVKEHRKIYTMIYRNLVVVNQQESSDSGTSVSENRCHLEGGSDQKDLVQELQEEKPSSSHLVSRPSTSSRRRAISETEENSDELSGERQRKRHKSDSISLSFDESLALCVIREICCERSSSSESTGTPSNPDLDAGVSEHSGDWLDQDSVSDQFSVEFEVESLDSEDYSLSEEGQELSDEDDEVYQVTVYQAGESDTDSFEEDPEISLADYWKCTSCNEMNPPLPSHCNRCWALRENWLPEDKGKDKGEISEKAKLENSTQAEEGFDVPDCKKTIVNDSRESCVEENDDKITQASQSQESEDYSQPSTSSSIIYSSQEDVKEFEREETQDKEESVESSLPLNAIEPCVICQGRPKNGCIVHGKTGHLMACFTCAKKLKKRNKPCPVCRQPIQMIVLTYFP
UPR XBP1 act = activators of adaptive arm of unfolded protein response (XBP1); 330,000 tested, 0.33% active; CHO-XBP1 luciferase reporter, IRE1-XBP1 UPR activation, luminescence; percent of tunicamycin response, DMSO as zero; activation, % at 20 µM;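 active = versus positive control, 20 µM dose yields 30% or more activation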;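 note: 100% = tunicamycin at 10 µg/mL and 0% = DMSO only wells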
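Material: IRE1-XBP1 luciferase reporter CHO line / Quantity: one thousand reporter cells per well / Buffer or medium: F12 with 10% serum / Compound: 20 µM single concentration, DMSO 1% / Times: 6 h treatment, 37 °C / Detection: Steady-Glo luciferase glow luminescence, 10 min after reagent addition / Benchmarks: tunicamycin high, DMSO low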
697 NFkB inh = lowers PMA/ionomycin-induced NF-kB signal in 697 B cells. 697 B-cell NF-kB luciferase reporter, 16 h. 330,000 tested, 0.33% active. inhibition, % at 4 µM; in the data active = inhibition above about 35%
CHOP UPR activ = activators of apoptotic arm of unfolded protein response (CHOP); CHO-CHOP luciferase reporter, UPR activation, luminescence; percent of tunicamycin response over DMSO baseline; activation, % at 10 µM; 330,000 tested, 0.34% active; AID 449763;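 active = at 10 µM dose, activation of 40% or more, normalized to positive control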;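 note: 100% = tunicamycin at 10 µg/mL and 0% = DMSO alone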
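Material: CHO-CHOP cells, stable luciferase reporter of PERK-eIF2a-CHOP signalling; quantity: 500 reporter cells seeded per well; buffer or medium: F12 medium containing 10% fetal bovine serum; compound: one dose, 10 µM in 0.5% DMSO; incubation: 6 h compound treatment, 37 °C; measured by: Steady-Glo luciferase luminescence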
* marks the source's active call; other numbers are inactive results; / = no result given. An unsorted share of the library, and some 6.6% of all compounds hit somewhere here.

1	COc1ccc(NC(=O)CN(c2ccccc2F)S(=O)(=O)c2ccc(C)cc2)c(OC)c1
2	Cn1ncc2c(Nc3ccc(O)cc3)nc(Cl)nc21
3	CC1Oc2ccccc2N(CC(=O)NC2CC2)C1=O (centres undefined)
4	O=C(CNC(=S)N(CCCN1CCOCC1)Cc1cccs1)NCc1ccccc1
5	O=C(O)CCN1CCc2ccccc2C1c1ccncc1 (centres undefined)
6	NC(=O)c1oc2ccccc2c1NC(=O)Cc1ccccc1
7	COc1ccccc1N1CCN(CCC(=O)Nc2ccc3c(c2)OCO3)CC1
8	CC1CC1C(=O)Nc1cc(S(=O)(=O)N2CCOCC2)ccc1N1CCCC1 (centres undefined)

assay / compound	1	2	3	4	5	6	7	8
TIM10 inh	-23	8	5	6	12	-5	-22	1
tim10-1 inh	4	-21	1	6	-5	-6	6	-4
tim23-1 inh	7	15	3	1	-2	-7	2	8
Jurkat NFkB inh	-21	-5	-3	11	-18	1	2	9
Mdm2-MdmX inh	21	18	-27	8	-7	14	1	5
UPR XBP1 act	-6	14	11	-3	-3	-3	0	-1
697 NFkB inh	-28	-1	7	7	-13	7	-24	-14
CHOP UPR activ	1.2	2.0	0.7	1.1	3.0	-0.8	-1.0	1.5

9	COc1ccc(S(=O)(=O)Cc2ccc(C(=O)NCCc3ccc(S(N)(=O)=O)cc3)o2)cc1
10	CC(=O)NC(=O)COC(=O)/C=C/c1c(C)nn(Cc2c(Cl)cccc2Cl)c1Cl
11	CCN1C(=O)[C@H]2[C@H]3CN=C(SCc4ccccc4)N3[C@@](CC)(C(=O)OC)[C@H]2C1=O
12	COc1ccc(CCNC(=O)C2CC3Cn4c(nc5cc6ccccc6cc54)C3N2C)cc1 (centres undefined)
13	COc1ccc(CCn2c(-c3ccco3)nc3ccccc3c2=O)cc1OC
14	O=C(CCCN1C(=O)/C(=C/c2cccs2)SC1=S)Nc1ccccn1
15	CCOc1ccc(/C=N/Nc2ccccn2)cc1
16	COC(=O)CCc1ccc(OCC(O)CNC(C)C)cc1 (centres undefined)

assay / compound	9	10	11	12	13	14	15	16
TIM10 inh	12	-10	-14	-7	-64	4	17	1
tim10-1 inh	-3	1	7	13	-49	13	21	-29
tim23-1 inh	1	12	38	12	-12	-4	19	2
Jurkat NFkB inh	-7	3	/	13	-3	10	-136	3
Mdm2-MdmX inh	6	-8	27	18	30	56*	-215	15
UPR XBP1 act	-1	-1	-3	-2	-3	-2	0	-7
697 NFkB inh	15	-11	4	-14	8	3	-154	19
CHOP UPR activ	-0.4	-0.8	0.4	-1.8	-1.3	2.5	3.8	2.4

17	CCN1C(=O)[C@H]2[C@@H](c3ccc(C)cc3)N3C(=O)N(c4cccc(F)c4)C(=O)[C@@]3(C)[C@H]2C1=O
18	Cc1cc(CNC(=S)Nc2cccc(Cl)c2Cl)nn1C
19	COc1ccc(C(CC(=O)Nc2cc(OC)cc(OC)c2)n2cccc2)cc1 (centres undefined)
20	Cc1cc(C)c(C(N)=O)c(NC(=O)Nc2ccccc2)n1
21	CN(C(=O)COc1ccc(Cl)cc1Cl)C1(C)CCS(=O)(=O)C1 (centres undefined)
22	NC(=O)COC(=O)c1ccc(Cl)c(S(=O)(=O)N(Cc2ccccc2)c2ccc(Cl)cc2)c1
23	CN(C(=O)COc1ccccc1)C1CCS(=O)(=O)C1 (centres undefined)
24	O=C(CSc1nccc(=O)[nH]1)Nc1ccc(Br)c(Cl)c1

assay / compound	17	18	19	20	21	22	23	24
TIM10 inh	-17	17	12	-1	-11	8	5	3
tim10-1 inh	-14	3	17	16	-11	41*	14	-5
tim23-1 inh	-9	16	26	10	-17	28	-4	0
Jurkat NFkB inh	-12	18	-14	1	9	1	1	5
Mdm2-MdmX inh	16	-3	4	-7	16	19	15	-8
UPR XBP1 act	-1	4	-2	1	0	-1	2	-4
697 NFkB inh	10	2	8	-15	-3	11	7	-2
CHOP UPR activ	1.2	-2.9	1.3	0.5	1.3	-1.5	-0.3	-0.9

25	COc1cccc(C(=O)N2CCN(Cc3ccco3)CC2)c1OC
26	CC(C)C(=O)Nc1cccc(NC(=O)c2cccc(F)c2)c1
27	CCOC(=O)c1c(NC(=O)CC2SC(N)=NC2=O)sc2c1CCCC2 (centres undefined)
28	CCc1cc[n+](CC(=O)Nc2ccc(Cl)cc2Cl)cc1
29	CCOC(=O)c1[nH]c2ccccc2c1N=CN(C)C
30	COc1ccccc1NC(=S)NC(=O)/C=C/c1ccco1
31	COc1ccc2cc1Oc1ccc(cc1)C[C@H]1c3c(cc(OC)c4c3Oc3c(ccc5c3[C@H](C2)N(C)CC5)O4)CCN1C
32	CNC(=O)COC(=O)COc1ccc2c(C)cc(=O)oc2c1

assay / compound	25	26	27	28	29	30	31	32
TIM10 inh	-7	7	13	20	-15	19	-13	4
tim10-1 inh	-21	13	0	1	-8	32	-37	1
tim23-1 inh	-8	9	11	-9	-5	20	-43	-1
Jurkat NFkB inh	1	-12	3	1	7	5	8	5
Mdm2-MdmX inh	11	-3	25	-3	16	-11	100*	-5
UPR XBP1 act	-1	2	-3	-2	-2	-2	68*	-6
697 NFkB inh	7	6	9	18	-2	7	8	-6
CHOP UPR activ	1.4	-1.4	-1.6	-0.4	1.6	1.4	19	1.6

33	Fc1ccccc1CNc1ccc(Cl)c(Cl)c1
34	c1ccc(Cc2nnc(-c3ccccc3)o2)cc1
35	NC(=O)c1ccsc1NC(=O)CSc1nncs1
36	CCCC1=[N+](CC(C)=O)CCn2c(C)ccc21
37	Cc1ccc(CNC(=O)COC(=O)CSc2ccc(Br)cc2C)cc1
38	CCCCN(CCCC)CCCNC(=O)CN1C(=O)COc2ccc(S(=O)(=O)N3CCC(C)CC3)cc21
39	c1cc2c(cc1C1CCCCC1)c1c3n2CCCNC3CCC1 (centres undefined)
40	Cc1ccccc1C(=O)NNC(=S)Nc1cccc(C(F)(F)F)c1

assay / compound	33	34	35	36	37	38	39	40
TIM10 inh	14	-13	-3	12	-6	17	9	7
tim10-1 inh	61*	10	-14	2	-1	17	-5	26
tim23-1 inh	30	5	-8	3	22	9	10	5
Jurkat NFkB inh	2	-55	0	6	2	-6	6	-7
Mdm2-MdmX inh	2	42	6	21	8	10	98*	16
UPR XBP1 act	1	2	2	0	0	-2	8	-2
697 NFkB inh	5	-36	-10	7	5	-25	12	-11
CHOP UPR activ	3.2	6.9	-0.4	0.7	-2.0	1.4	32	-0.9

Printed as active in Mdm2-MdmX inh, of those listed so far:
No.	Molecule	Jurkat NFkB inh	Mdm2-MdmX inh	UPR XBP1 act	697 NFkB inh
14	O=C(CCCN1C(=O)/C(=C/c2cccs2)SC1=S)Nc1ccccn1	10	56*	-2	3
31	COc1ccc2cc1Oc1ccc(cc1)C[C@H]1c3c(cc(OC)c4c3Oc3c(ccc5c3[C@H](C2)N(C)CC5)O4)CCN1C	8	100*	68*	8
39	c1cc2c(cc1C1CCCCC1)c1c3n2CCCNC3CCC1 (centres undefined)	6	98*	8	12

(more compounds)
41	COc1ccc2[nH]c3c(c2c1)CCN1C(=O)C(CC(=O)NCCC2=CCCCC2)C[C@H](C(=O)N2CCCCC2)[C@@]31CCc1ccccc1 (some centres undefined)
42	Cc1ccc(S(=O)(=O)c2c(N)n(CCC(C)C)c3nc4ccccc4nc23)cc1
43	COc1ccc(CNCC(=O)Nc2ccccc2-n2cccc2)cc1
44	Cc1ccc(S(=O)(=O)N2CCN(C(=O)COC(=O)CCOc3ccccc3C)CC2)cc1
45	O=C(Nc1ccc(Cl)cc1Cl)c1ccc2c(c1)OCCO2
46	CCOC(=O)c1ccc(NC(=O)Cn2nnc(-c3ccc(C)cc3)n2)cc1
47	Cc1cccc(N(C)C(=O)C2CCCN2S(=O)(=O)c2cccc3nsnc23)c1 (centres undefined)
48	CCN(C[C@H]1N[C@@](C)(C(=O)OC)[C@H]2C(=O)N(Cc3ccccc3)C(=O)[C@@H]12)C(=O)NC(C)C

assay / compound	41	42	43	44	45	46	47	48
TIM10 inh	13	16	-6	0	2	-1	-3	8
tim10-1 inh	8	21	-2	21	4	10	7	6
tim23-1 inh	27	11	28	9	20	-17	17	15
Jurkat NFkB inh	/	2	68*	2	-167	-9	4	-12
Mdm2-MdmX inh	88*	24	46	7	-127	-8	0	25
UPR XBP1 act	15	5	2	-2	-4	-3	-1	-2
697 NFkB inh	-2	11	-28	4	-241	4	3	1
CHOP UPR activ	4.0	0.8	-2.2	-1.4	-1.1	4.7	2.1	-0.4

49	CC(C)c1cccc(C(C)C)c1NC(=O)COC(=O)C1CCC1
50	CCOC(=O)c1nn(-c2ccccc2)c(C)c1C(C)=O
51	O=C(Cc1cccs1)N/N=C/C=C/c1ccccc1
52	NS(=O)(=O)c1ccc(NC(=O)CCc2ccccc2)cc1
53	S=C1NC[C@H](c2ccccc2)N1CC1CCCCC1
54	Cn1c(=O)c2c(nc(SCCN3CCOCC3)n2Cc2cccc3ccccc23)n(C)c1=O
55	CN(C)c1cc(NC(=O)CN2CCOCC2)c2ccccc2n1
56	O=C(C1CCC1)N1CCc2cc(S(=O)(=O)NCC3COc4ccccc4O3)ccc21 (centres undefined)

assay / compound	49	50	51	52	53	54	55	56
TIM10 inh	8	-5	-16	-3	37	23	2	26
tim10-1 inh	28	11	17	13	36	44*	1	11
tim23-1 inh	15	20	-9	6	34	29	5	1
Jurkat NFkB inh	-9	4	-52	2	9	0	4	-8
Mdm2-MdmX inh	-32	15	15	18	10	-3	4	26
UPR XBP1 act	-1	-1	2	-1	-1	0	-4	-1
697 NFkB inh	-2	4	-60	3	-18	-7	5	13
CHOP UPR activ	-1.3	1.1	5.5	-0.9	-0.2	-4.0	2.6	-2.4

57	O=C(CSCc1ccc([N+](=O)[O-])cc1)NC1CC1
58	CC(C)(C)SCCNC(=O)c1cccc([N+](=O)[O-])c1
59	CC(C)NC(=O)CC(=O)NN=C1CCCCC1
60	COc1ccc(CNc2nc(NCc3ccc(OC)cc3)n(C(=O)c3ccncc3)n2)cc1

assay / compound	57	58	59	60
TIM10 inh	-8	0	5	8
tim10-1 inh	11	21	1	20
tim23-1 inh	11	13	-4	28
Jurkat NFkB inh	9	-10	1	-13
Mdm2-MdmX inh	15	-16	8	6
UPR XBP1 act	-2	0	-2	-3
697 NFkB inh	10	-3	2	16
CHOP UPR activ	-0.9	-0.3	-0.7	-1.6
